Assay outcomes as filed in PubChem.
S3 lipid droplet = qHTS Assay for Lipid Storage Modulators in Drosophila S3 Cells. hit rate 0.64% among 320,000. AID 2685, 2010. Drosophila S3 cells, BODIPY lipid droplet fluorescence, 18-24 h; cells fed with added oleic acid. lipid storage change, negative = inhibition, % at the top dose, mostly 46.1 µM; hits show Potency in µM; active = well fitted inhibition curve with a large enough effect in the signal ratio, with a control signal flat, not every such curve was filed as active; inconclusive = small, poorly fitted or top-dose-only effect, or effect the other way, or a change in a side signal; the % refers to the signal ratio
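Laser-scanning cytometry quantifies lipid droplet accumulation (500–530 nm total intensity; droplet/cell object ratio) in oleic acid-fed (400 uM added) Drosophila S3 cells treated with a concentration series. 20 uM Triacsin C defined 100% inhibition.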
S3 lipid droplet cell count max = recorded beside S3 lipid droplet, whose call it bears; cell number change, %; measured here: cell count max response;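 cells counted by Cell Tracker Red CMTPX staining in the red channel; peak over a dose series mostly up to 46.1 µM; percent activity relative to internal control wells on each plate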
* marks the source's active call; other numbers are inactive results. % is set by controls: 0 for no effect and ±100 for the full control effect; potency is the fitted concentration of half-maximal effect.

For COc1cccc(CC(NC(C)=O)C(=O)NC2CCN(C(=O)c3ccc(Cl)cc3)CC2)c1 (centres undefined) the results were S3 lipid droplet 3.26µM* and S3 lipid droplet cell count max -13.3*.
`CC(C)[C@H](NC(=O)c1cccc(S(=O)(=O)N2CCOCC2)c1)C(=O)Nc1nccs1` gave S3 lipid droplet inconclusive.
Screening Nc1[nH]ncc1-c1ccc(Cl)cc1 returned S3 lipid droplet 11.2% and S3 lipid droplet cell count max -1.8.
Cc1ccccc1OCC(=O)Nc1ccccc1C(=O)N1CCCCC1 was read as S3 lipid droplet inconclusive.
O=C(NCC(=O)N1CCN(S(=O)(=O)c2ccccc2F)CC1)c1ccc2ccccc2c1 was read as S3 lipid droplet 4.2% and S3 lipid droplet cell count max -17.3.
c1ccc(-c2nnc(-c3ccccn3)nc2NC2CCCCC2)cc1 was read as S3 lipid droplet inactive and S3 lipid droplet cell count max -23.5.
COc1ccccc1/C=N/n1c(N)c(S(=O)(=O)c2cccs2)c2nc3ccccc3nc21 was read as S3 lipid droplet inactive and S3 lipid droplet cell count max 4.8.
`Cc1ccc(OCCC(=O)OCC(=O)NNC(=O)c2ccccc2)cc1` gave S3 lipid droplet inconclusive.
`Cc1nnc(SCC2=C(C(=O)O)N3C(=O)C(NC(=O)Cn4ncc(Cl)c4C)C3SC2)s1` (centres undefined) gave S3 lipid droplet 1.3% and S3 lipid droplet cell count max -1.6.
For CCCSc1nnc(NC(=O)Nc2ccc(F)cc2)s1 the results were S3 lipid droplet inconclusive.
`NC(=S)N=Nc1ccc(NN=C(N)N)cc1` gave S3 lipid droplet -29.6% and S3 lipid droplet cell count max -18.1.
`CCCCCCCCCCCCCC(=O)O` gave S3 lipid droplet 3.2% and S3 lipid droplet cell count max 19.7.
For Cc1cc(C(=O)N2CCN(S(=O)(=O)c3ccc(C)c(C)c3)CC2)no1 the results were S3 lipid droplet inconclusive.
Cc1cc(Cl)ccc1OCC(=O)N1C(C)CCCC1C (centres undefined) was read as S3 lipid droplet inactive.
`CCCC(=O)NC(c1ccc(C(C)C)cc1)c1ccc2cccnc2c1O` (centres undefined) gave S3 lipid droplet inconclusive.
For CCOc1ccc(OCc2ccc(C(=O)N(CC)CC)cc2)cc1 the results were S3 lipid droplet inconclusive.
For CNc1cccc2c1C(=O)c1ccccc1C2=O the results were S3 lipid droplet 11.6µM* and S3 lipid droplet cell count max -6.6*.
`CC(C)C(=O)c1ccc(O)c(O)c1` gave S3 lipid droplet inconclusive.
For CC(C)(C)NC(=O)Cn1ccc(=N)c2ccccc21 the results were S3 lipid droplet 0.4% and S3 lipid droplet cell count max -1.3.
`CC(=O)C1=C(O)C(=O)N(c2ccccn2)C1c1ccc(Cl)cc1` (centres undefined) gave S3 lipid droplet inconclusive.
COC(=O)CCCC(=O)N1CCC(CCC(=O)NCc2ccc(F)cc2)CC1 was read as S3 lipid droplet inactive and S3 lipid droplet cell count max -12.9.
CN1CCN(c2ccc(C(=O)c3ccccc3)cc2[N+](=O)[O-])CC1 was read as S3 lipid droplet inconclusive.
CCOc1ccc(N=C2NC(=O)C(CC(=O)O)S2)cc1 (centres undefined) was read as S3 lipid droplet inconclusive.
Screening O=C(C1CCN(C2CC(=O)N(c3ccc(Cl)cc3)C2=O)CC1)N1CCOCC1 (centres undefined) returned S3 lipid droplet -15.2% and S3 lipid droplet cell count max -2.0.
`CCn1c(C(C)NC(=O)c2cccc(C)c2)nc2ccccc21` (centres undefined) gave S3 lipid droplet inactive.
For CCOC(=O)c1c(-c2ccccc2)oc2ccc(OCC(=O)NN)cc12 the results were S3 lipid droplet inconclusive.
CNC(=O)CCC(=O)Nc1ccc(C)cc1 was read as S3 lipid droplet inconclusive.
`CC(C)OCCCNC(=O)c1ccc2c(=O)n(Cc3ccc4c(c3)OCO4)c(=S)[nH]c2c1` gave S3 lipid droplet 3.0% and S3 lipid droplet cell count max 9.3.
Screening CN(Cc1ccco1)C(=O)c1ccc(N2CCCC2=O)cc1 returned S3 lipid droplet -0.7% and S3 lipid droplet cell count max -9.7.
For OCc1ccnc2c(O)cccc12 the results were S3 lipid droplet -14.0%.
For O=C(OCc1nc2ccccc2[nH]1)C1CCCCC1 the results were S3 lipid droplet inconclusive.
Screening Cc1ccc(O)c(NC(=O)c2noc3c2CCc2ccccc2-3)c1 returned S3 lipid droplet 10.0% and S3 lipid droplet cell count max -25.0.
Screening O=C1NC2c3ccccc3C(=O)N2c2c1cnn2-c1ccccc1 (centres undefined) returned S3 lipid droplet -4.4% and S3 lipid droplet cell count max -10.2.
Screening Cc1ccc(O)c(C(=O)c2cc(C#N)c(=O)n(Cc3ccccc3)c2)c1 returned S3 lipid droplet -1.2% and S3 lipid droplet cell count max -21.8.
For COc1cc(C=Nc2cccc(C)c2)c(O)c([N+](=O)[O-])c1 the results were S3 lipid droplet 5.4% and S3 lipid droplet cell count max 7.2.
`COCc1cc(C)nc(SCC(=O)Nc2ccc(C)c(C)c2)c1C#N` gave S3 lipid droplet inactive.
Screening COc1ccccc1Oc1ccc2c(c1)C(=O)N(CC1CCCO1)C2=O (centres undefined) returned S3 lipid droplet inconclusive.
For COCCOc1ccc(C(F)(F)F)cc1NC(=O)CN1C(=O)NC2(CCc3ccccc32)C1=O (centres undefined) the results were S3 lipid droplet -8.3%.
CC(C)CN(CC(C)C)C1=N/C(=C\c2ccco2)C(=O)N1c1ccccc1 was read as S3 lipid droplet inconclusive.
O=C(Nc1ccc(Cl)cc1C(F)(F)F)c1ccccc1Cl was read as S3 lipid droplet 1.0% and S3 lipid droplet cell count max -10.3.

Reprinted at random: 2 entries already listed, in no set order.
Screening Cc1ccc(O)c(NC(=O)c2noc3c2CCc2ccccc2-3)c1 returned S3 lipid droplet 10.0% and S3 lipid droplet cell count max -25.0.
CN1CCN(c2ccc(C(=O)c3ccccc3)cc2[N+](=O)[O-])CC1 was read as S3 lipid droplet inconclusive.

Returning to the listing, starting 6 compounds before the break.
For COc1cc(C=Nc2cccc(C)c2)c(O)c([N+](=O)[O-])c1 the results were S3 lipid droplet 5.4% and S3 lipid droplet cell count max 7.2.
`COCc1cc(C)nc(SCC(=O)Nc2ccc(C)c(C)c2)c1C#N` gave S3 lipid droplet inactive.
Screening COc1ccccc1Oc1ccc2c(c1)C(=O)N(CC1CCCO1)C2=O (centres undefined) returned S3 lipid droplet inconclusive.
For COCCOc1ccc(C(F)(F)F)cc1NC(=O)CN1C(=O)NC2(CCc3ccccc32)C1=O (centres undefined) the results were S3 lipid droplet -8.3%.
CC(C)CN(CC(C)C)C1=N/C(=C\c2ccco2)C(=O)N1c1ccccc1 was read as S3 lipid droplet inconclusive.
O=C(Nc1ccc(Cl)cc1C(F)(F)F)c1ccccc1Cl was read as S3 lipid droplet 1.0% and S3 lipid droplet cell count max -10.3.
`CCn1c(CNc2ccc(F)cc2)nnc1SCC(=O)Nc1ccc(OC)cc1OC` gave S3 lipid droplet -7.2%.
For Cc1ccc(C)c(OCCC(=O)Nc2ccc(S(=O)(=O)N3CCCC3)cc2)c1 the results were S3 lipid droplet inconclusive.
`O=C1c2ccccc2NC(c2ccccn2)N1c1ccccc1F` (centres undefined) gave S3 lipid droplet 5.3% and S3 lipid droplet cell count max -1.9.
Nc1cc(S(=O)(=O)Nc2ccccc2Cl)ccc1N1CCCC1 was read as S3 lipid droplet inconclusive.
`Cc1cccc(OCC(=O)Nc2ccc(N3CCN(S(C)(=O)=O)CC3)cc2)c1C` gave S3 lipid droplet inconclusive.
Screening CCCCn1c(N)c(N(CCOC)C(=O)CSCc2ccc(Cl)c(Cl)c2)c(=O)[nH]c1=O returned S3 lipid droplet inconclusive.
Screening O=C(CNC(=O)C1CCCCC1)NC1=NCCS1 returned S3 lipid droplet inconclusive.
Cc1ccc(CSCCNC(=O)CN2C(=O)c3ccccc3S2(=O)=O)cc1 was read as S3 lipid droplet inconclusive.
Screening COc1ccccc1Cn1c(=O)c2ccccc2n2c(SCc3csc(C)n3)nnc12 returned S3 lipid droplet inconclusive.
For Cc1ncsc1CCOC(=O)c1cccc([N+](=O)[O-])c1 the results were S3 lipid droplet inconclusive and S3 lipid droplet cell count max -11.5.
For Cc1cc(CNC(=O)COc2ccc(C)c(C)c2)c2ccccc2n1 the results were S3 lipid droplet 7.9% and S3 lipid droplet cell count max -1.7.
Screening Cc1cc(=O)[nH]c(-c2ccccc2OC(F)(F)F)n1 returned S3 lipid droplet -16.1% and S3 lipid droplet cell count max -7.2.
COc1cc(C(=O)Nc2cccc(-n3cnnn3)c2)cc(OC)c1OC was read as S3 lipid droplet inconclusive.
O=C(NCc1ccncc1)C(=O)N/N=C/c1cccnc1 was read as S3 lipid droplet inconclusive.
CCC(=O)Nc1ccc(-c2nc(-c3ccccc3)n(CC(=O)N3CCCCC3)n2)cc1 was read as S3 lipid droplet inconclusive.
O=C(CN(C(=O)CCC(=O)Nc1nccs1)c1ccc(F)cc1)NCCc1ccccc1 was read as S3 lipid droplet inconclusive.
For CCCCn1c(SCC(=O)Nc2cccc(OC)c2)nc2ccc(N3CCOCC3)cc2c1=O the results were S3 lipid droplet inconclusive.
`CCOCCCNC(=O)C(NC(=O)CNC(=O)c1ccccc1)c1ccc(OC)cc1` (centres undefined) gave S3 lipid droplet -6.2% and S3 lipid droplet cell count max -6.4.
O=C(COC(=O)C1CCN(c2ccc(C(F)(F)F)cn2)CC1)NCc1ccccc1 was read as S3 lipid droplet 0.0% and S3 lipid droplet cell count max -10.2.
O=C(CCCSc1nc(-c2ccco2)cc(C(F)(F)F)n1)NCc1cccs1 was read as S3 lipid droplet inconclusive.
Cn1nc(C(F)(F)F)c(C(=O)Nc2ccc(C(F)(F)F)cc2)c1Cl was read as S3 lipid droplet 7.0% and S3 lipid droplet cell count max -2.0.
Screening COc1ccccc1NC(=O)Nc1ccc(Br)cn1 returned S3 lipid droplet 21.8% and S3 lipid droplet cell count max -23.3.
For CCC(CC)C(=O)Nc1nnc(SCC(=O)N2CCN(c3ccccc3OC)CC2)s1 the results were S3 lipid droplet inconclusive.
For Cc1cc(C(=O)COC(=O)c2ccccc2O)c(C)n1CC1CCCO1 (centres undefined) the results were S3 lipid droplet inactive and S3 lipid droplet cell count max -1.0.
`O=C(Nc1ccc(S(=O)(=O)N2CCCC2)cc1)c1c(F)cccc1F` gave S3 lipid droplet inconclusive.
For Cc1cc(C)c(C#N)c(N2CCN(S(=O)(=O)Cc3ccccc3)CC2)n1 the results were S3 lipid droplet inconclusive.
Screening COc1cccc(CC(=O)NCC2(N3CCCCC3)CCCCC2)c1 returned S3 lipid droplet 1.7% and S3 lipid droplet cell count max 21.4.
CCN1C(=O)CC(N2CCC(Cc3ccccc3)CC2)C1=O (centres undefined) was read as S3 lipid droplet inconclusive.
Screening Cc1ccc(Cl)cc1N1CCN(C(c2cccnc2)c2nnnn2C2CCCCC2)CC1 (centres undefined) returned S3 lipid droplet inconclusive.
COc1ccc(C(=O)NC2CC3CCCC(C2)N3Cc2ccccc2)cc1OC (centres undefined) was read as S3 lipid droplet inactive and S3 lipid droplet cell count max 21.4.
For Cc1ccc(S(=O)(=O)Cn2nnnc2C(C(C)C)N2CCc3ccccc3C2)cc1 (centres undefined) the results were S3 lipid droplet 13.6% and S3 lipid droplet cell count max -9.2.
COc1cccc(NC(=O)[C@@H](NC(=O)N2CCn3c2nc2ccccc23)C(C)C)c1 was read as S3 lipid droplet inconclusive.
For COc1cc(OC)cc(C(=O)N[C@H](C(=O)NCCc2c[nH]c3ccccc23)C(C)C)c1 the results were S3 lipid droplet inconclusive.
NC(=O)C1CC(=O)N(c2ccc(OCc3c(F)cccc3Cl)cc2)C1 (centres undefined) was read as S3 lipid droplet inactive and S3 lipid droplet cell count max 19.7.
COc1cccc(/C=C2\SC(=S)N(CCC(=O)NC3C=CS(=O)(=O)C3)C2=O)c1 (centres undefined) was read as S3 lipid droplet inconclusive.
Screening CC(=O)NCCC(=O)Nc1cc(S(=O)(=O)N2CCOCC2)ccc1Oc1ccccc1 returned S3 lipid droplet inconclusive.
For COc1ccc(OC)c(NC(=O)CSc2nnnn2-c2ccc3c(c2)OCO3)c1 the results were S3 lipid droplet inconclusive.
For C/C(CC(=O)Nc1ccc(Cl)c(C(F)(F)F)c1)=N\NC(=O)c1cnccn1 the results were S3 lipid droplet -27.3% and S3 lipid droplet cell count max 30.0.
Screening CC(=O)OC(COC1C[C@@H]2CC[C@@]1(C)C2(C)C)C[N+]1(C)CCCCC1 (some centres undefined) returned S3 lipid droplet -7.4% and S3 lipid droplet cell count max 5.4.
COC(=O)c1c(NC(=O)Cc2ccccc2)sc2c1CCN(C(C)C)C2 was read as S3 lipid droplet inconclusive.
`COC(=O)c1cc(NC(=O)Cn2nc(C)n3cccc3c2=O)cc(C(=O)OC)c1` gave S3 lipid droplet inactive and S3 lipid droplet cell count max -4.6.
For CCOc1ccc(CN2CCNC(=O)C2CC(=O)NCCc2nc(C)c3c(n2)CCC3)cc1 (centres undefined) the results were S3 lipid droplet inconclusive.
Screening CCOC(=O)C1(CCOc2ccccc2)CCN(CC(O)CO)CC1 (centres undefined) returned S3 lipid droplet 34.7% and S3 lipid droplet cell count max -5.4.
For O=C(Nc1cccc(NC(=O)c2cccs2)c1)c1ccc(Br)o1 the results were S3 lipid droplet inconclusive.
For O=C(CN1C(=O)/C(=C/c2ccccc2)SC1=S)NNC(=O)c1ccccc1O the results were S3 lipid droplet -14.2% and S3 lipid droplet cell count max 21.3.
`Cn1c(CNC(=O)CNC(=O)c2ccc(F)cc2)cc(=O)n(C)c1=O` gave S3 lipid droplet inactive and S3 lipid droplet cell count max 9.2.
Screening Cc1cc(S(=O)(=O)Nc2ccc(C(=O)N3CCN(c4ccccc4O)CC3)cc2)ccc1F returned S3 lipid droplet 19.3% and S3 lipid droplet cell count max 5.2.

Only part of the results is shown; rates above refer to the full screens.
